# Runt-CBFb FRET = Runt domain-CBFb interaction inhibition | Q01196+Q13951 | Cerulean-Runt/Venus-CBFb FRET ratio 530/480, 1 h | inhibition, % at 20 µM | actives 0.46% (n = 220,000) | AID 1496;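 active = inhibition over about 50% at 20 µM in the single-dose screen, limit read from the data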;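 note: 0% = DMSO wells and 100% = excess unlabeled CBFb competitor control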
# Target sequence (Q01196 whole entry, looked up, the tested form may be a part): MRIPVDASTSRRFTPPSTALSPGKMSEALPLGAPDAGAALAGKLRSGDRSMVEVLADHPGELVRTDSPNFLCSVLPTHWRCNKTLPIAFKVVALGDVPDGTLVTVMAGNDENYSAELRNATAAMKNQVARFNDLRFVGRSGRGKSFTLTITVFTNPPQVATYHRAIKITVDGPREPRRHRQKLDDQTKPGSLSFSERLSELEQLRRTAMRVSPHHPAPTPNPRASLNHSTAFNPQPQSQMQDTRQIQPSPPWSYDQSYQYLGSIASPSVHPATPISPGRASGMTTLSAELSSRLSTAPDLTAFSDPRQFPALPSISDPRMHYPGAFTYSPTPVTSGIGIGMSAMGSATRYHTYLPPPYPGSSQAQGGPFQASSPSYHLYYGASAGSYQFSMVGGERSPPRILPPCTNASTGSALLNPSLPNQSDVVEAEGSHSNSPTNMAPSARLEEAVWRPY
# Target sequence (Q13951 whole entry, looked up, the tested form may be a part): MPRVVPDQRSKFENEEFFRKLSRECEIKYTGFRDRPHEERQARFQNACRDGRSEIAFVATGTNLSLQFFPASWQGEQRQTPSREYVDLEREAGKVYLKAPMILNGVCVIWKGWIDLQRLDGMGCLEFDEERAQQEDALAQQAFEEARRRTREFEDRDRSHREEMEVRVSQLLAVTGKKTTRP
#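 Assay system: Cerulean-Runt domain / Medium: Tris 50 mM pH 7.5, KCl, K2SO4, 0.01% BSA / Timing: protein complex preformed 1 h, compound exposure 1 h, room temperature, dark / Measured by: FRET, excitation 422 nm, emission at 530 and 480 nm / Evaluation: loss of energy transfer signal / Control set: 5 µM unlabeled CBFb as full-inhibition high control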
# EP2 modulator = EP2 receptor (human) modulation; actives 0.83% (n = 260,000); induction, % at 25 µM; EP2-expressing cells, cAMP HTRF FRET, PGE2 co-stimulation; P43116;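 active = compounds whose cAMP rise, as percent of the full-agonist control response, exceeds 60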;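 note: rat C6 glioma line stably carrying human EP2 under a CMV promoter; the protocol text gives 20 µM as final concentration; 100% = response of wells given 1 µM PGE2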
# Target sequence (P43116 whole entry, looked up): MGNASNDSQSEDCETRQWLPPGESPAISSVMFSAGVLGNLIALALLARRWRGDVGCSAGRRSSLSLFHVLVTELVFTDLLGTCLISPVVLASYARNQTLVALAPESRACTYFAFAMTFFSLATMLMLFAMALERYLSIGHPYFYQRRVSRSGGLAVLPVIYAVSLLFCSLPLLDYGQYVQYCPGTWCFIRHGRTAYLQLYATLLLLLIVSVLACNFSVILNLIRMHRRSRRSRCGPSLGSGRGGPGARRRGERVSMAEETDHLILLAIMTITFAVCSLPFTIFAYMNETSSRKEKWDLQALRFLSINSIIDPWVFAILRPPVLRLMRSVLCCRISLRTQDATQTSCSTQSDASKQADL
# PERK inh = blocks human PERK kinase; Q9NZJ5; CHO PERK-DD fusion, SEAP luminescence translation reporter; inhibition, % at 5.6 µM; actives 0.17% (n = 220,000);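 active = inhibition above the mean inhibition of all tested compounds plus 3 SD, set separately per screening campaign, cut at about 2.9% in these data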;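 note: PERK kinase domain activated by AP20187 dimerizer at 100 nM; 0% = DMSO with dimerizer and 100% = rapamycin at 8.4 µM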
# L929 necroptosis = blocks zVAD induced death of L929 cells | L929 zVAD necroptosis rescue, ATP luminescence, 24 h; with zVAD 60 µM | viability rescue, % at 10 µM | actives 0.38% (n = 220,000) | AID 1377;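 active = activation, scaled between plate controls, above about 75%, limit read from the data; inactive = activation under that limit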;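 note: 0% = zVAD with DMSO and 100% = DMSO alone without zVAD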
# RBBP9 inh = inhibitors of human serine hydrolase RBBP9 | inhibition, % at 7.94 µM | AID 1515 | actives 0.2% (n = 220,000) | recombinant RBBP9, FP-Rh probe fluorescence polarization;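 active = inhibition above the campaign mean of all tested compounds plus 3 SD, cut at about 14% in these data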;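 note: plate controls were DMSO wells with RBBP9 for no effect and wells lacking RBBP9 protein for full effect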
#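 Controls: DMSO-treated enzyme wells and wells lacking RBBP9 | Material: RBBP9 protein | Technique: Fluorescence polarization | Replication: Single well per compound, no replicates | Buffer or medium: Tris-NaCl-Pluronic buffer, pH 8.0 | Timing: 30 min compound preincubation, 45 min probe labeling, 25 °C | Read-out basis: Percent inhibition from mP, scaled between DMSO and no-protein wells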
# Runt-SMMHC FRET = blocks binding of human RUNX1 Runt domain to CBFb-SMMHC; Q01196+Q13951; Cerulean-Runt/Venus-CBFb-SMMHC FRET ratio 530/480, 1 h; inhibition, % at 20 µM; actives 0.74% (n = 220,000);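 active = mean inhibition across duplicate retests at 20 µM reaching about 50%, limit read from the data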;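 note: 0% = DMSO wells and 100% = wells with excess untagged CBFb-SMMHC; inhibitors lower the FRET ratio by blocking Runt binding to CBFb-SMMHC; some results filed as inactive read as strong as hits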
# EP2 antag = inhibitors of human EP2 prostaglandin E2 receptor | P43116 | C6 glioma cells expressing human EP2, cAMP TR-FRET; cells stimulated with saturating PGE2 | inhibition, % at 25 µM | actives 0.52% (n = 260,000) | AID 1422;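 active = percent inhibition above 40 after rounding to a whole number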;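 note: rat C6 glioma host cells with rolipram phosphodiesterase inhibitor present; the protocol text gives 20 µM as final concentration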
# TNF necrop inh = TNF-alpha cell death inhibition in Jurkat FADD-/- cells | Jurkat FADD-/- TNF necroptosis rescue, ATP luminescence, 24 h; 0 = TNF only, 100 = no-TNF cells | activation (protection from cell death), % at 10 µM | actives 0.068% (n = 220,000);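 active = activation, meaning protection from cell death, of at least 50% relative to plate controls; inactive = activation below 50%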;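 note: necroptosis triggered by 40 ng/mL TNF-alpha added together with compound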
# Hck-Nef inh = human Hck-Nef kinase inhibition; P08631; Recombinant Hck-YEEI plus Nef, Z-Lyte FRET kinase assay; actives 0.68% (n = 220,000); AID 463187; inhibition, % at 20 µM;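 active = Hck-Nef kinase inhibition above about 50%, limit read from the data; inactive = inhibition below that limit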;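 note: 0% = DMSO with Hck plus Nef and 100% = Hck alone without Nef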
# The depositor's hits bear a star; · = no result given; & = joins results of further samples.
SMILES,Runt-CBFb FRET,EP2 modulator,PERK inh,L929 necroptosis,RBBP9 inh,Runt-SMMHC FRET,EP2 antag,TNF necrop inh,Hck-Nef inh
CC(c1nc2ccccc2o1)N1C(=O)c2ccccc2C1=O (stereo not drawn),-1,-64,-0.2,0.5,-3,10,4,-0.6,10
CC1CCCC(C)N1C(=O)CSc1nnc(COc2cccc3cccnc23)o1 (stereo not drawn),·,-8,-1.0,2.9,-4,·,5,0.6,29
CCOc1ccc(N2C(=O)CC(N3CC(C)OC(C)C3)C2=O)cc1 (stereo not drawn),0,-1,-0.1,0.4,-8,-4,6,1.3,-8
CCCCn1c(CN2CCN(C(=O)c3ccco3)CC2)nc2c1c(=O)n(C)c(=O)n2C,-4,-4,-0.3,0.3,-7,-1,9,0.4,0
CCCOc1cccc(NC(=O)c2cc(C)oc2C)c1,0,-40,-0.9,2.1,-6,3,18,-2.5,3
Cc1nn(Cc2ccc(Cl)cc2)c(C)c1NC(=O)CSc1nc2c(c(C(F)(F)F)n1)CCc1ccccc1-2,-1,-16,2.7,-0.1,4,-3,3,-3.5,21
CC(C)(C)C(=O)NC(CC(=O)O)c1ccccc1 (stereo not drawn),0,-6,1.2,1.0,-3,-2,1,1.3,0
CCOC(=O)c1ccccc1NC(=O)CN(c1ccccc1OC)S(C)(=O)=O,-4,-9,-0.4,0.8,-6,4,16,0.1,2
O=C(Nc1nnc(SCc2ccc(Cl)cc2Cl)s1)C1COc2ccccc2O1 (stereo not drawn),2,3,0.8,0.3,1,-2,·,0.0,-1
CC1CCN(c2ccc(C(=O)NCCc3ccccc3)cn2)CC1,-1,-24&-66,0.0,16,-2,4,9&11,2.4,-3
COc1ccc(-c2nc(=S)c3c(n2CCN2CCOCC2)CC(C)(C)OC3)cc1,-2,41,0.9,1.5,1,1,16,2.4,-3
CCc1nnc(NC(=O)C2CC(=O)N(Cc3ccco3)C2)s1 (stereo not drawn),0,-4,2.0,0.4,5,-2,5,-0.8,0
C1CCC(NC2=NCCC2)CC1,-3,6,-0.2,0.4,-7,0,7,-0.3,1
CC(=O)c1ccc(NC(=O)C2CCCN2S(=O)(=O)c2ccc(F)cc2)cc1 (stereo not drawn),0,-4,0.9,0.1,-4,-3,5,0.7,7
CCCCn1c(NC(=S)Nc2ccccc2)nc2ccccc21,2,48,-0.5,-0.2,-1,4,13,0.2,2

# Whole records from above.
# Shown for CCCCn1c(NC(=S)Nc2ccccc2)nc2ccccc21 = Runt-CBFb FRET: 2; EP2 modulator: 48; PERK inh: -0.5; L929 necroptosis: -0.2; RBBP9 inh: -1; Runt-SMMHC FRET: 4; EP2 antag: 13; TNF necrop inh: 0.2; Hck-Nef inh: 2
# Shown for CC1CCCC(C)N1C(=O)CSc1nnc(COc2cccc3cccnc23)o1 (stereo not drawn) = Runt-CBFb FRET: ·; EP2 modulator: -8; PERK inh: -1.0; L929 necroptosis: 2.9; RBBP9 inh: -4; Runt-SMMHC FRET: ·; EP2 antag: 5; TNF necrop inh: 0.6; Hck-Nef inh: 29

# Other entries.
SMILES,Runt-CBFb FRET,EP2 modulator,PERK inh,L929 necroptosis,RBBP9 inh,Runt-SMMHC FRET,EP2 antag,TNF necrop inh,Hck-Nef inh
CSc1ccccc1NC(=O)CN(C)CC(=O)Nc1ccccc1C(F)(F)F,-3,49,0.3,0.1,6,-5,16,0.3,18
CCOCCOC(=O)C1=C(C)N(C)C(=O)NC1c1cc(Cl)c(O)c(OCC)c1 (stereo not drawn),1,-9,-0.7,1.2,-6,22,4,1.7,-1
COCCn1c(SCC(=O)N2CCN(c3ccccc3)CC2)nc2c(c1=O)SC(C)C2 (stereo not drawn),2,-9,·,-0.9,·,0,14,2.0,25
COC(=O)c1ccc2c(c1)NC(=O)C(N(CC(C)C)CC(C)C)S2 (stereo not drawn),3,0,0.8,-1.2,1,-13,3,2.9,25
CCCCNC(=O)c1cnc2n(c1=O)CCS2,0,-6,-1.1,-0.3,-7,1,7,-0.6,-1
O=C(CCN1CCN(c2ccc(F)cc2)CC1)Nc1ccc(F)cc1,0,-28,0.3,-0.2,-2,-1,9,0.3,-21
CCOc1ccc(CCNC(=O)c2cc3ccccn3n2)cc1OCC,1,6,-1.6,-0.2,-5,2,13,-1.0,0
COC(=O)Cc1cc(=O)[nH]c(/N=C(\N)Nc2ccccc2C)n1,-3,20,0.9,-0.5,-2,1,6,-0.1,-6
CC(C)c1ccc(C2NC(=O)CCC2[N+](=O)[O-])cc1 (stereo not drawn),1,12,1.3,2.4,-5,-3,8,0.6,20
CCCS(=O)(=O)N1CCC(C(=O)NCCc2ccc(C)cc2)CC1,1,6,1.9,0.6,-4,0,-10,-0.1,0
COc1ccc(OCC(Cn2cnc3ccccc32)OC(C)=O)cc1 (stereo not drawn),-1,-18,-0.4,1.3,-5,-1,7,-0.2,20
CC1CCN(c2c(NCC3CCC(C(=O)NCCc4ccccc4)CC3)c(=O)c2=O)CC1 (stereo not drawn),0,2,-0.1,·,-9,0,8,-0.2,-2
CNC(=O)COC(=O)/C=C/c1ccco1,3,-4,0.1,0.4,-11,3,4,-0.9,22
CCCS(=O)(=O)N1CCC(C(=O)NCCC(C)C)CC1,0,1,-0.5,5.2,-2,-1,6,0.5,-45
CCN(C(=O)c1cn(CC)c(=O)c2cc(OC)c(OC)cc12)c1ccccc1C,0,16,-1.2,0.3,8,4,16,1.3,1
CC(=O)c1sc(NC(=O)c2cccc(C)c2)nc1C,-1,-23,-0.5,-1.3,-11,4,4,-0.8,18
CC12CCC(C(=O)N3CCN(Cc4ccccc4)CC3)(OC1=O)C2(C)C (stereo not drawn),2,-8,-1.4,-0.9,-9,-1,-2,0.4,0
CC(=O)N1CCCN(Cc2cn(-c3cccc(C)c3)nc2-c2cccc(F)c2)CC1,-5,8,-1.9,0.9,-6,0,7,1.9,24
CCOC(=O)c1cc2c(nc1N)CCCC2,1,13,0.6,-0.5,-8,-5,12,2.1,2
O=C(Nc1cccc(-c2nc3cccnc3s2)c1)c1ccc(Cl)nc1,-2,17,-0.2,1.1,-13,-3,4,-4.2,87*
O=C(N/N=C/c1cccc([N+](=O)[O-])c1)c1cccc2cc[nH]c12,0,-4,1.4,1.4,-2,1,2,-1.8,20
COc1ccc(NC(=O)Nc2ccc(F)cc2F)c(C)c1,2,-22,1.4,0.2,-2,0,7,-0.6,-1
COc1ccc(CC(=O)OCC(=O)NCc2ccccc2Cl)cc1,0,31,0.2,4.8,-15,4,0,1.6,16
O=C(NCC1CCCO1)/C(=C/c1cn(-c2ccccc2)nc1-c1cccnc1)NC(=O)c1ccccc1 (stereo not drawn),-2,6,-0.2,-0.2,1,1,8,-0.9,26
COCCCN1C(=O)C(O)=C(C(C)=O)C1c1cccc(F)c1 (stereo not drawn),-1,8&-2,0.7,-0.3,-12,-4,14,-3.9,1
FC(F)Oc1ccc(NC(=S)NCc2ccccc2)cc1Cl,2,-37,0.6,-0.7,-4,0,14,-1.8,4
CCOC(=O)NN1C(=O)c2ccccc2NC1c1ccccc1 (stereo not drawn),4,2,0.0,1.5,-5,5,5,-0.6,2
Cc1c2c([n+]3n1CCC3)CC(C)(C)CC2=O,-3,36,0.0,1.8,-5,-6,21,2.0,-3
O=C(CCn1nnc2ccccc21)Nc1nnc(-c2ccccc2F)s1,-2,1,0.1,-0.2,-9,-1,4,3.3,9
O=C(c1cccs1)N(CC1CCCO1)c1nc(-c2ccccc2)cs1 (stereo not drawn),1,58,-0.5,0.0,-5,-1,4,-0.3,0
CCCNC(=O)c1ccccc1NC(=O)CN(c1ccccc1OCC)S(C)(=O)=O,0,6,-0.1,-0.5,4,0,15,-1.4,1
Cc1ccc(NC(=O)CCn2ccc([N+](=O)[O-])n2)nc1,0,-18,-0.1,0.1,-6,-1,5,2.9,-1
Cc1ccc(C(=O)CS(C)(=O)=O)cc1,-2,8,0.3,0.0,-3,-3,3,-1.3,1
Cc1ccc(NC(=O)C(=Cc2ccc(C(=O)O)cc2)C(=O)Nc2ccc(C)cc2C)c(C)c1,1,7,-0.5,85*,-9,-2,12,-0.5,16
Cc1ccc(O)c(C(=O)CC(=O)c2cccc(F)c2)c1,1,-17,-0.5,3.3,-8,0,20,-3.9,-2
CCOc1ccccc1NC(=O)NCc1ccccc1,2,-12,1.6,1.1,0,-1,7,-0.3,-12
CNC(=O)CC1C(=O)N(c2ccc(Cl)cc2)C(=S)N1CCc1ccc(OC)c(OC)c1 (stereo not drawn),1,-3,0.1,-0.7,-6,1,6,-3.1,7
Cn1c(=O)n(CCc2ccccc2)c(=O)c2c1nc1n2CCCN1Cc1ccccc1,-3,-34,-0.8,-0.3,-3,4,11,-8.9,-1
O=C(O)CCC1=C2c3ccccc3CCN2C(=O)CC1,-1,4,0.4,-0.4,-6,0,6,-1.7,9
COC(=O)C1=C(C)N=C2SC(C)C(=O)N2C1/C=C/c1ccccc1 (stereo not drawn),-4,-3,0.4,0.0,-11,4,4,-0.8,-1
COc1cc2c(cc1OC)C(Nc1ccccc1)=NC(C)(C)C2,1,37,0.5,-0.1,-7,0,7,2.8,2
Cc1ccc(/C=C/C(=O)c2nc3ccccc3[nH]2)cc1,·,-6,-0.1,0.1,-9,-2,10,-15,0
CCOC(=O)c1c(CN2CCCCC2)n(C)c2cc(Br)c(OC)cc12,-3,52,-0.7,-0.2,-2,-4,6,2.4,2
CC(=O)Nc1ccc(NC(=O)Cn2c(=O)n(-c3ccc(C)cc3)c(=O)c3oc4ccccc4c32)cc1,-3,4,2.2,0.2,-11,-1,2,2.3,18
O=C(O)C1CC(=O)N(c2ccc3c(c2)OCCO3)C1 (stereo not drawn),2,10,-0.5,-0.2,-2,-7,14,-0.6,-25
CC(C)Sc1nnc(NC(=O)c2ccco2)s1,4,11,0.1,0.9,-8,6,8,-0.7,21
CCOC(=O)N1CCN(C(=O)Cc2cccc3ccccc23)CC1,1,-10,-0.3,1.5,-6,0,5,1.2,19
O=C(Cn1c(COc2ccccc2)nc2ccccc21)Nc1cccc(Cl)c1,0,13,1.0,0.9,-8,-1,4,1.7,1
CN(Cc1cccc(F)c1)CC(O)COCc1ccccc1Cl (stereo not drawn),-2,26,0.2,-0.1,-11,0,1,1.1,-10
O=C(c1cccnc1)N1CCN(c2c(Cl)cccc2[N+](=O)[O-])CC1,-2,-12,-0.6,-0.2,-3,0,2,-4.1,0
COc1cc(/C=N/n2c(SC)nnc(C(C)(C)C)c2=O)ccc1O,-1,8,0.4,2.4,-12,-6,14,2.8,-1
CC1S/C(=N/N=C/c2ccco2)N(Cc2ccc(F)cc2)C1=O (stereo not drawn),2,0,-0.2,0.8,5,2,4,-0.5,12
Cc1ccc(C2=NN(S(C)(=O)=O)C(c3ccc4nccnc4c3)C2)cc1 (stereo not drawn),1,-19,0.7,0.2,-9,-1,8,-0.6,2

# Screening data: PubChem, several laboratories

# Not all compounds are listed; count on the stated rates, not on these rows.
